# Screening results as filed in PubChem BioAssay.
# Ecoli WT growth: blocks growth of wild type E. coli BW25113; E. coli BW25113 growth inhibition, OD600; inhibition, % at 10 µM; 20,000 tested, 0.05% active; AID 552; in the data active = inhibition above about 40%;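 also: bacteria exposed to compound for 20 hours at 37 °C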
#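 System: bacterial strain in a whole-cell growth screen; medium: LB broth with 50 µg/mL kanamycin; detection: absorbance at 615 nm; schedule: 20 h exposure, 37 °C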
# * = called active by the depositor.
molecule | Ecoli WT growth
O=C(CN1C(=O)CSc2ccccc21)N1CCc2ccccc21 | -13.1
Cc1cc(NC(=O)CCCSc2nc(-c3ccco3)cc(C(F)(F)F)n2)no1 | -15.9
Cc1ccc(S(=O)(=O)Nc2nc3ccc(S(=O)(=O)N4CCCC4)cc3s2)cc1 | -16.5
COc1ccc(-c2nc3scc(-c4ccccc4)n3n2)cc1 | -25.0
CC(C)CCNC(=O)NC(=O)CSc1nnc(-c2ccccc2F)n1N | 12.4
FC(F)Oc1cccc2cccnc12 | -1.1
Cc1cc(C(=O)Nc2nnc(C(F)(F)F)s2)no1 | -1.7
CC(C)(C)NC(=O)COC(=O)c1snc(C(=O)NC2CCCCC2)c1N | -2.6
CC1Cc2nc(SCC(=O)Nc3ccc(F)cc3F)n(C)c(=O)c2S1 (stereo not drawn) | -0.8
CCOC(=O)C1=C(CN2CCC(C)CC2)NC(=O)NC1c1ccc(Cl)cc1 (stereo not drawn) | 4.7
COC(=O)c1ccc(-c2n[nH]c(=O)c3ccccc23)cc1 | -17.5
O=C(CN(c1ccc2c(c1)OCCO2)S(=O)(=O)c1ccccc1)NCC1CCCO1 (stereo not drawn) | 2.3
CCN(CC)CCCn1c(=S)[nH]c2cc(Cl)ccc2c1=O | -1.0
O=c1[nH]c(NCCO)nc2c1C1(CCCCC1)Cc1ccccc1-2 | -19.7
COc1ccc(-c2noc(CCCC(=O)O)n2)cc1 | -2.0
CCCCN(C(=O)c1ccc(Cl)cc1)C1CC2CCC(C1)N2C (stereo not drawn) | -1.6
O=C(CN1CCN(C(=O)N2CCCCC2)CC1)Nc1ccc(F)cc1 | -13.5
O=C(c1ccccc1)c1ccc(N2CCNCC2)cc1 | 8.5
CC1(C)CC(=O)c2sc(NS(C)(=O)=O)nc2C1 | 0.6
CSc1ccccc1NC(=O)CN(Cc1ccccc1)S(C)(=O)=O | -7.6
CCOC(=O)C1CCCN(C(=O)c2sc3nc(-c4ccccc4)cn3c2C)C1 (stereo not drawn) | -0.5
N#C/C(C(=O)N1CCOCC1)=C1\Nc2ccccc2S1 | -2.0
O=C(NCc1ccccc1)c1cnsn1 | -14.1
Cc1cc(C)n(C(=O)C(C)N2C(=O)c3ccccc3C2=O)n1 (stereo not drawn) | -21.3
COc1cccc(Cn2c(OCC3CCCO3)nc3c2c(=O)n(C)c(=O)n3C)c1 (stereo not drawn) | -2.2
CCC(Sc1nnc(-c2ccc(C)c(Cl)c2)n1CC)C(=O)Nc1nccs1 (stereo not drawn) | -15.3
Cc1ccc2[nH]c(=O)c(CN(CCc3ccccc3)Cc3nnnn3CC3CCCO3)cc2c1 (stereo not drawn) | -0.6
COC(=O)c1ccc(NC(=O)COc2ccc(S(=O)(=O)NC(C)C)cc2)cc1 | -4.8
COC(=O)C1=C(C)NC(=O)NC1/C=C/c1ccccc1 (stereo not drawn) | -22.3
Cc1cccc(-n2nc3c(c2NC(=O)CCC2CCCCC2)CS(=O)C3)c1C (stereo not drawn) | -1.8

# An excerpt from above in order of SMILES length, largest number first:
molecule | Ecoli WT growth
Cc1ccc2[nH]c(=O)c(CN(CCc3ccccc3)Cc3nnnn3CC3CCCO3)cc2c1 (stereo not drawn) | -0.6
COc1cccc(Cn2c(OCC3CCCO3)nc3c2c(=O)n(C)c(=O)n3C)c1 (stereo not drawn) | -2.2
CCC(Sc1nnc(-c2ccc(C)c(Cl)c2)n1CC)C(=O)Nc1nccs1 (stereo not drawn) | -15.3
O=C(CN1CCN(C(=O)N2CCCCC2)CC1)Nc1ccc(F)cc1 | -13.5
CSc1ccccc1NC(=O)CN(Cc1ccccc1)S(C)(=O)=O | -7.6
O=C(c1ccccc1)c1ccc(N2CCNCC2)cc1 | 8.5

# Further compounds
molecule | Ecoli WT growth
CCc1n[nH]c2c1C(=O)CC(C)(C)C2 | 0.3
CCc1ccc(NC(=O)C2CCN(S(C)(=O)=O)CC2)cc1 | 9.2
CC(=O)c1cccc(NC(=O)N2CCN(S(C)(=O)=O)CC2)c1 | -16.9
Cc1ccc(-c2nn(CC(=O)NCC3CCCO3)c(=O)c3ccccc23)cc1 (stereo not drawn) | -16.5
O=C1CC(C(=O)NC2CCCCC2)C(c2ccccc2)O1 (stereo not drawn) | -2.6
COc1ccc(C2=NOC(CN3C(=O)c4ccccc4S3(=O)=O)C2)cc1 (stereo not drawn) | -12.3
CC1(c2ccncc2)Nc2ccccc2-c2nc3ccccc3n21 (stereo not drawn) | 8.2
O=C(O)C1C2CCC(O2)C1C(=O)NCCC1=CCCCC1 (stereo not drawn) | -1.3
CC(C)=CCC(C)(C)C1OCCN1C(=O)c1ccccc1 (stereo not drawn) | 14.8
CC(=O)Nc1ccc(-c2nc(C)c(C(C)=O)n2O)cc1 | -22.6
CN(C)S(=O)(=O)N1CCN(S(=O)(=O)c2ccc(F)cc2)CC1 | -0.2
c1ccc(-c2nn3c(Cn4nnc5ccccc54)nnc3s2)nc1 | -7.8
CCCNC(=O)C1=C(C)C(=O)OC12CCC(C)CC2 (stereo not drawn) | 2.4
CCOC(=O)C1=C(c2ccccc2)NC(SCC(=O)Nc2ccc(C)cc2)=C(C#N)C1c1ccco1 (stereo not drawn) | -9.0
Cc1ccc(NC(=O)CSc2nnc(CSc3nc(C)cc(C)n3)n2Cc2ccco2)c(C)c1 | 21.3
Cc1cccc(-n2ncc3c(NCCCn4ccnc4)ncnc32)c1 | 2.7
O=S(=O)(NC1=NCCC1)c1cccs1 | -2.5
Cc1cc(NS(=O)(=O)c2ccc(NC(=O)Nc3ccc4c(c3)OCO4)cc2)no1 | 1.2
CCN(CC(N)=O)S(=O)(=O)c1ccc(Br)cc1 | -23.3
C=C(C)CSc1nnc2[nH]c(=O)cc(N)n12 | 6.8
Cc1cccc(N(C)C(=S)Oc2ccc3ccccc3c2)c1 | -0.6
O=C(COc1ccc2ccccc2c1)N1CCCC1 | 4.9
NC(=O)CSc1nc2ccccc2n1Cc1ccccc1F | -27.8
Cc1nc2ccccc2n1CCC(=O)Nc1cccc(F)c1 | 12.0
O=C(NCc1ccco1)c1cc2c(s1)CCCCC2 | -10.0
C=C(C)CSCc1nc2ccccc2[nH]1 | 3.9
CCOc1ccccc1-n1c(SCC(=O)NC2CCCC2)nnc1-c1ccoc1C | 10.6
CS(=O)(=O)N(CCc1ccccc1)CC(=O)NCc1ccccn1 | -21.8
Cn1nc(-c2ccc(N3CCOCC3)c(NC(=O)c3ccccc3)c2)c2ccccc2c1=O | -10.2
O=c1c2ccccc2nc2n1CCS2 | -15.9
Nc1[nH]nc2nc(N3CCCC3)nc(-c3ccccc3)c12 | -2.6
Cc1ccc2[nH]c(=O)c(CN(CCCO)S(=O)(=O)c3c(C)ccc4nsnc34)cc2c1 | 2.4
N#CCSCC(=O)Nc1ccc(F)cc1 | -5.6
Cc1cc(NC(=O)c2cnn3cccnc23)nn1CC(=O)Nc1cccnc1 | -20.0
O=S(=O)(NC1CC2CCC1C2)c1ccc(Br)s1 (stereo not drawn) | 8.0
CCN1CCN(C(=O)C2CC(c3ccc(F)cc3)=NO2)CC1 (stereo not drawn) | 1.5
Cc1ccc(C)c(SCC(=O)Nc2nnc(-c3ccccc3)o2)c1 | 7.7
COc1cc(C2CC(=O)c3cnc(NC(=O)COc4ccccc4)nc3C2)cc(OC)c1OC (stereo not drawn) | -17.2
CCOC(=O)CNC(=O)CSc1ncnc2c1cnn2Cc1ccccc1 | 4.8
N#Cc1ccc(-c2csc(NC(=O)C3CC3)n2)cc1 | -0.1
O=C(O)COc1ccc(Cl)cc1CO | -24.0
Oc1ccccc1C1=Nc2nc3ccccc3n2C(c2ccccc2)C1 (stereo not drawn) | -3.1
C1CCC(OCCN2CCN(CCOC3CCCCC3)CC2)CC1 | -19.4
Cc1cc(NC(=O)CCC2CCCC2)no1 | -29.0
COC(=O)c1ccccc1NC(=O)C1CCCCC1C(=O)O (stereo not drawn) | -1.6
CCC(=O)OCCn1c(=O)c2cc3c(=O)n(CCOC(=O)CC)c(=O)c3cc2c1=O | 6.3
CN1CCN(c2ccccc2NC(=O)c2cc(Br)ccc2Cl)CC1 | -13.9
Cn1c(=O)c2c(nc(CN3CCC(C(N)=O)CC3)n2CCc2ccccc2)n(C)c1=O | -13.5
Cc1noc(/C=C/N(C)C)c1S(=O)(=O)N1CCCC(C(=O)NCCC2=CCCCC2)C1 (stereo not drawn) | 5.0
O=P1(O)C=C(c2ccccc2)NC(c2ccccc2)=C1 | 15.9
O=C(Nc1ccccn1)N1CCOCC1 | -0.3
CCCSc1oc(-c2ccco2)nc1S(=O)(=O)c1ccccc1 | 5.9
CC(=O)c1cnc(Nc2nc(C)c3ccccc3n2)nc1C | -14.5
O=C1CN(c2ccccc2Cl)C(=O)CN1c1ccccc1Cl | -6.8
CN1CCN(C(=O)c2ccc(COc3ccc(Cl)cc3Cl)cc2)CC1 | -14.0
COc1ccc(C2C(C(C)=O)=C(C)Nc3ncnn32)cc1OC (stereo not drawn) | -23.2
COc1ccccc1OCc1nc2ccccc2[nH]1 | -7.7
O=C(c1ccccc1CCc1ccccc1)N1CCN(c2ccccn2)CC1 | -16.1
CCOc1cc(C(=O)NCc2ccncc2)cc(OCC)c1OCC | 6.0
COCCCn1c(CCC(=O)O)ccc1-c1cccs1 | -18.2

# As entered above.
# Ecoli WT growth with Cc1ccc(S(=O)(=O)Nc2nc3ccc(S(=O)(=O)N4CCCC4)cc3s2)cc1 : -16.5
# Ecoli WT growth with N#CCSCC(=O)Nc1ccc(F)cc1 : -5.6
# Ecoli WT growth with O=C(Nc1ccccn1)N1CCOCC1 : -0.3
# Ecoli WT growth with O=C(c1ccccc1CCc1ccccc1)N1CCN(c2ccccn2)CC1 : -16.1
# Ecoli WT growth with COC(=O)c1ccccc1NC(=O)C1CCCCC1C(=O)O (stereo not drawn) : -1.6

# The main list resumes; the three compounds before the break are reprinted first.
molecule | Ecoli WT growth
O=C(c1ccccc1CCc1ccccc1)N1CCN(c2ccccn2)CC1 | -16.1
CCOc1cc(C(=O)NCc2ccncc2)cc(OCC)c1OCC | 6.0
COCCCn1c(CCC(=O)O)ccc1-c1cccs1 | -18.2
Cc1cc2ncn(S(=O)(=O)c3ccc(S(=O)(=O)N4CCOCC4)cc3)c2cc1C | -2.4
O=C(Nc1ccc2c(c1)OCO2)OCc1ccccc1 | 4.7
Cc1ccc(-n2ncc3c2ncn2c(C)nnc32)cc1C | -20.8
CC(=O)Nc1ccc(S(=O)(=O)N2CCN(C(=O)Cc3ccccc3)CC2)cc1 | -3.0
O=S(=O)(NCc1cccnc1)c1ccc(Cl)c(Cl)c1Cl | -19.1
Cc1ccc(S(=O)(=O)Cc2ccc(C(=O)NCc3ccc4c(c3)OCO4)o2)cc1 | -4.4
CCN(CC(=O)Nc1ccccc1C(=O)OC)S(=O)(=O)c1ccccc1 | -13.9
O=C(O)c1ccccc1S | -4.7
O=C(Nc1cccc(-c2cnc3ccccc3n2)c1)c1ccco1 | -25.3
CC(C[N+](C)(C)C)OC(N)=O (stereo not drawn) | -1.3
COc1ccccc1OCCOc1ccccc1/C=N/n1cnnc1 | -2.8
CC1=C(C#N)C(C(F)(F)F)(C(F)(F)F)N=C(c2ccco2)N1 | -16.3
CCCCC(SCC(=O)Nc1ccccc1)C(=O)O (stereo not drawn) | 4.5
Cc1cccc(N2CCN(C(=O)Cn3nc(Cc4ccncc4)c4ccccc4c3=O)CC2)c1C | 1.0
Cc1ccc(NC2c3ncccc3C(=O)N2C2CCCCC2)cc1C (stereo not drawn) | 3.4
COC(=O)c1ccc2c(=O)n(CCCN3CCCC3=O)c(=S)[nH]c2c1 | -0.8
COCCNC(=O)CSc1nc(-c2ccc(OC)c(OC)c2)cc(C(F)(F)F)n1 | 0.3
Cc1c(C(=O)NC2CCCc3ccccc32)oc2ccc(S(=O)(=O)N3CCOCC3)cc12 (stereo not drawn) | -2.3
CCOC(=O)C1CCc2sc(N)c(C#N)c21 (stereo not drawn) | -7.6
C/C(N)=C(/C#N)C(=O)CSc1nnc(Nc2cccc(C)c2)s1 | 7.6
COc1ccc(-n2c(Cc3cccn3C)nnc2SCC(=O)Nc2cccc(Cl)c2)cc1 | 10.6
c1ccc(-c2n[nH]c(-c3ccccn3)n2)nc1 | -19.6
Cc1ccccc1-n1nnc2c(=O)oc3ccccc3c21 | 7.5
O=C(c1cc(-c2ccco2)nn1-c1cccc(Cl)c1)N1CCCCC1 | 11.4
Cc1cccc(NC(=O)c2ccccc2O)c1C | -2.0
Cc1ccc(CCNC(=O)C2CCN(S(=O)(=O)c3cccc4nsnc34)CC2)cc1 | 2.2
CS(=O)c1nc(-c2ccc(Br)cc2)cc(-c2ccccc2)c1C#N (stereo not drawn) | -20.9
CCOC(=O)c1c(C)n(C)c2ccc(OC)c(NC(=O)CCN3CCSCC3)c12 | 6.4
CCOc1ccc(C(C)C)cc1S(=O)(=O)n1nc(C)cc1C | 2.4
O=C(COc1ccc(S(=O)(=O)N2CCCC2)cc1Cl)NC1CC1 | 9.3
COc1ccc(-n2cnnc2SCCC#N)cc1 | 6.3
CCOC(=O)CCC(=O)O[C@H]1[C@H](O[C@@H]2[C@@H](C)[C@H](O[C@H]3C[C@@](C)(OC)[C@@H](O)[C@H](C)O3)[C@@H](C)C(=O)O[C@H](CC)[C@@](C)(O)[C@H](O)[C@@H](C)C(=O)[C@H](C)C[C@@]2(C)O)O[C@H](C)C[C@@H]1N(C)C | 13.2
COCC(=O)Nc1ccc(S(=O)(=O)NCCc2ccccc2)cc1 | 3.8
Cn1c(=O)c2c(nc(SCC(=O)NCc3ccc4c(c3)OCO4)n2Cc2ccccc2)n(C)c1=O | 5.0
COc1ccc(C(=O)CSc2nnc(C3CCCCC3)n2N)c(OC)c1 | 4.4
CCCn1nnc(NC(=O)C(C)Oc2ccc(Cl)cc2Cl)n1 (stereo not drawn) | 4.0
CCOC(=O)C(C)n1cnc2c(nnn2Cc2ccc(C)cc2)c1=O (stereo not drawn) | 0.6
Cc1nn(C(=O)N2CCCCC2)c(C)c1CN1C(=O)c2ccccc2C1=O | -10.0
Cc1ccc(S(=O)(=O)N2CCN(C3CCN(Cc4ccccc4)CC3)CC2)cc1 | -25.4
COc1ccccc1NC(=O)N1c2ccc(F)cc2CCC1C (stereo not drawn) | -1.4

# These rows are one share of the data (hit frequency here may not be typical).
